E-sel inducer = induces E-selectin expression in human endothelial cells; AID 686992; 0.37% of 260,000 active; P16581; activation, % at 7.58 µM; HUVEC E-selectin immunofluorescence imaging; normalized: neutral wells 0, TNF-alpha wells 100;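 active = mean E-selectin-positive cell signal at least 10% of the positive control, reached in at least 60% of replicates, without over 20% cell loss; inconclusive = no rule given, readout overlaps actives, possibly toxicity-flagged; inactive = the rest, including those meeting only one limit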;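 also: in these data hits start at about 27%; measured in HUVEC primary endothelial cells; signal is the percent of cells scored E-selectin positive by PE staining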
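Assay system: HUVEC, human umbilical vein endothelial cells / Amount: 3,000 HUVEC/well / Controls: TNF-alpha positive control, DMSO neutral control / Compound dosing: single concentration / Medium: EGM-2 over gelatin coat / Evaluation: percent E-selectin-positive cells / Signal: immunofluorescence imaging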
miR122 inh = miR-122 inhibition in Huh7 cells | Huh7 miR-122 Renilla luciferase sensor, 48 h; neutral wells = 0, positive control = 100 | activation (reporter increase), % at 12.5 µM | 0.3% of 340,000 active | AID 602342;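 active = mean replicate activation score at least 90 and every replicate individually at or above 90; inconclusive = only one of the two criteria met; inactive = neither criterion met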;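 also: higher luciferase means less miR-122 activity so hits act as miR-122 inhibitors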
PGC1a acetyl inh = modulators of PGC1a acetylation. U2OS PGC1a acetylation, AlphaScreen anti-acetyl-lysine; with virally co-expressed GCN5 acetyltransferase. AID 651687. inhibition, % at 15.6 µM. 0.17% of 350,000 active;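 active = every replicate shows inhibition of at least 40%; inconclusive = mean inhibition at least 40% but some replicate below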;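 also: 0% = neutral control wells and 100% = positive control wells; some results beyond the cut were filed as inactive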
Cneo AK release = causes C. neoformans cell lysis; lysis activity, % at 15 µM; 0.2% of 360,000 active; adenylate kinase release luminescence, 4 h; normalised: neutral wells 0, clomiphene wells 100;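 active = mean lysis activity across replicates of at least 80%, whatever share of replicates individually reach that level; inactive = mean lysis activity below 80%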
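Schedule: static 4 h at 37 °C with compound, 1 h detection; system: C. neoformans cells; benchmarks: Clomiphene as positive control; buffer or medium: fresh YPD medium; measure: luminescence rise reflecting yeast cell lysis; measured by: luminescent adenylate kinase detection reagent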
ERAP1 inh = blocks human ERAP1 aminopeptidase activity; Q9NZ08; recombinant ERAP1, Leu-AMC fluorescence, 60 min; inhibition, % at 10.7 µM; 0.15% of 340,000 active; AID 652197;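 active = mean replicate inhibition of at least 30%, or all replicates individually reaching that 30% level; inactive = mean below 30% and not every replicate reaching it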;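 also: 0% = neutral control wells and 100% = L-leucinethiol positive control wells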
PglD DTNB = PglD (C. jejuni) enzyme inhibition; purified PglD enzyme, DTNB colorimetric CoA detection; inhibition, % at 12.5 µM; 0.098% of 360,000 active; in the data active = inhibition above about 16%, passing the limit was not always enough; inconclusive = no clear call, values can overlap the other calls; also: strong numbers were not always called active
RAD52 inh = blocks human RAD52 DNA annealing; P43351; recombinant RAD52 DNA annealing, FRET fluorescence; inhibition, % at 18.7 µM; 0.46% of 360,000 active; AID 651710;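 active = every replicate showing at least 50% inhibition; inconclusive = mean inhibition at least 50% but not in every replicate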
RAD54 inh = RAD54 (human) branch migration inhibition. RAD54 Holliday junction branch migration, FAM/BHQ fluorescence. 0.14% of 360,000 active. inhibition, % at 10.4 µM;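 active = mean normalized replicate activity at least 40 and at least half of replicates scoring 40 or more; inconclusive = only one of the two criteria met; inactive = mean below 40 and under half of replicates reaching 40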;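 also: 0% = median of neutral control wells and 100% = median of positive control wells; inhibitors cause a drop in the FAM fluorescence signal; in these data hits start at about 50%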
Target sequence (Q92698 whole entry, looked up): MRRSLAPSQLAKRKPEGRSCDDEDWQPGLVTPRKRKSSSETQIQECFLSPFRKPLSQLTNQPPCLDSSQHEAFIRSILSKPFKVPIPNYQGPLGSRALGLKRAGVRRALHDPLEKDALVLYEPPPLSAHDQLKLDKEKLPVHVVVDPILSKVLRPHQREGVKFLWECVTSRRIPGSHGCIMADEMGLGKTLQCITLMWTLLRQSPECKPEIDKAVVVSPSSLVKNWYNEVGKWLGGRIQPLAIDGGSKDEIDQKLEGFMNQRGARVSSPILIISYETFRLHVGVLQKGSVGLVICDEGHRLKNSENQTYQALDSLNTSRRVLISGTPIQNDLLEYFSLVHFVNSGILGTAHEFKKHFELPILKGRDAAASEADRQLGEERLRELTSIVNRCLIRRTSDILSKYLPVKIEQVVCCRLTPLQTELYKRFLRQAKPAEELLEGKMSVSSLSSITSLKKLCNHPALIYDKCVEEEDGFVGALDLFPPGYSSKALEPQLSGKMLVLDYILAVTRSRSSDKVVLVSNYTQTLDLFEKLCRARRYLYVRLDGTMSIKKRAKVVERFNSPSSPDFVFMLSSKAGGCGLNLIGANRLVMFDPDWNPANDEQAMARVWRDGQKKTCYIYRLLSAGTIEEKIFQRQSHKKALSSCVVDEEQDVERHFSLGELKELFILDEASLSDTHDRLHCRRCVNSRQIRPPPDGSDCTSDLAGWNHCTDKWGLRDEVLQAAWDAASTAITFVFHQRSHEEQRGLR
Active calls of the source: *; i = inactive; ? = inconclusive; / = no result given; [ ] = another dose, or the depositor's remark.

Values run as follows: E-sel inducer, miR122 inh, PGC1a acetyl inh, Cneo AK release, ERAP1 inh, PglD DTNB, RAD52 inh, RAD54 inh
O=C(OCc1ccc([N+](=O)[O-])cc1)C1CC(=O)N(CCc2ccccc2)C1 (stereo not given)
 : 1.5, -5.2, /, -4.0, -3.8, -2.6, -7.7, -3.5
CC(Oc1cccc(Cl)c1)C(=O)Nc1ccc(S(=O)(=O)N(C)C2CCN(C)CC2)cc1 (stereo not given)
 : /, 1.9, -22.2, 1.0, -4.1, -0.6, 28.9, 2.1
O=S(=O)(c1ccccc1)N1CCCCN2[C@@H](CO)[C@@H](c3ccc(-c4cncnc4)cc3)[C@@H]2C1
 : 0.0, 2.9[16.7 µM], 3.6, -1.7, -1.1, 1.1, -0.9, -14.6
O=C1NC(=O)C(=Cc2ccc(Cl)cc2Cl)S1
 : 1.3, -1.9, 2.9, -12.8, -0.8, 0.0, -2.6, 6.1
CN(C)C(=O)c1ccc(Nc2nc(-c3cccs3)nc3ccccc23)cc1
 : /, -1.3, -6.9, -0.6, 0.7, -3.9, -11.0, -1.2
NC(=O)NOCc1c(F)cccc1Cl
 : /, -3.0, -1.9, -5.5, 3.7, -4.4, -13.2, 1.3
COc1cccc(-c2ccc3n(c2=O)C[C@@H]2[C@@H](CO)[C@H](C(=O)NCC4CC4)[C@H]3N2S(C)(=O)=O)c1
 : 0.0, /, /, 0.1, -3.2, -2.1, 4.0, -4.3
N#C[C@@H]1[C@H](c2ccccc2-c2ccc(F)cc2)[C@H](CO)N1c1ncc(-c2ccccc2)s1
 : 0.1, /, 6.5, /, 2.8, /, -13.7, /
Cc1ccc2nc(/C(C#N)=C/c3ccc(-c4ccccc4C(=O)O)o3)[nH]c2c1
 : -1.4, /, /, -2.2, 4.6, -13.1, i, -182.6
Cc1c(C(=O)Nc2ccc(S(=O)(=O)Nc3ncccn3)cc2)oc2ccc(Cl)cc12
 : 0.0, /, /, 1.2, -8.8, -1.7, -17.3, 0.4
O=C(CSc1nnc(-c2cccnc2)o1)Nc1ccccn1
 : /, 0.9, 6.4, -1.3, /, 0.6, /, 3.9
Nc1ccc2nn(-c3cc([N+](=O)[O-])ccc3O)nc2c1
 : /, -3.9, /, 2.0, 0.7, 4.5, -8.9, -5.4
O=C(Nc1nnc(SCc2cccc3ccccc23)s1)C1COc2ccccc2O1 (stereo not given)
 : 0.0, -7.6, 13.1, -0.9, 4.6, 1.0, -32.8, 0.1
O=C(O)C1C2CCC(CC2)C1C(=O)O (stereo not given)
 : /, 0.6, 2.5, 4.3, -4.4, 0.9, 7.7, 9.9
CC(=O)c1cccc(NC(=O)N2CC(C)OC(C)C2)c1 (stereo not given)
 : /, /, /, 8.1, -0.1, 0.8, -4.4, -5.2
CNCC[C@H](Oc1cccc2ccccc12)c1cccs1
 : 0.0, 2.2, -8.3, -0.1, 0.4, 4.3, 26.4, 20.7
COc1ccccc1S(=O)(=O)N[C@@H]1CC[C@H](CCNC(=O)C2CCC2)O[C@H]1CO
 : 4.9, /, -0.6, -0.5, 4.9, 2.1, 13.7, -0.4
Cc1oc(/C=N/NS(=O)(=O)c2ccccc2)cc1Br
 : /, 4.6, 4.4, 15.1, /, 3.1, /, 1.8
Cc1cccc(-n2cc(CN3CCCN(C=O)CC3)c(-c3cccc(F)c3)n2)c1
 : 3.5, -6.3, 7.3, -6.0, -4.2, 8.1, -18.6, -4.3
C[C@@H]1CN([C@H](C)CO)S(=O)(=O)c2ccc(-c3ccccc3F)cc2O[C@@H]1CN(C)Cc1cccnc1
 : 0.1, -14.0[16.7 µM], 14.0, 39.0, 0.1, 1.5, 10.1, -23.1
CCn1c(=O)cc(SCC(=O)Nc2ccc3c(c2)OCO3)c2ccccc21
 : /, 5.4, -9.9, /, 1.7, /, 2.3, /
Cc1ccc(Nc2nc(Cl)nc(NC3CCCCC3)n2)cc1
 : 0.8, 4.1, /, -0.4, 0.4, -1.1, -21.4, -11.1
CCNC(=O)C[C@H]1CC[C@H]2[C@@H](COc3ccc(NC(=O)Nc4ccc(F)cc4)cc3C(=O)N2C)O1
 : -0.1, -8.3[16.7 µM], 2.4, 2.5, 0.4, 0.9, -12.2, -5.5
Cc1cccc(CCNC(=O)CCc2nc(-c3ccccc3F)no2)c1
 : /, -1.5, -5.0, 1.2, /, -4.9, /, 2.2
CSc1nnc(Cn2c(=O)sc3ccccc32)n1CCc1ccccc1
 : -0.3, 7.7, -31.7, 5.8, 0.1, -0.3, -2.0, -3.8
CC1CCN(CCC(=O)Nc2ccc(Cl)cc2)CC1
 : 14.1, 2.2, -2.1, 1.2, -1.6, -2.2, 1.9, -6.3
COc1ccccc1NC(=O)c1c(N=Cc2cccc([N+](=O)[O-])c2)cnn1C
 : 0.0, -0.1, 8.8, 0.5, -3.8, -4.1, -13.1, -14.7
CCOc1ccc(C(O)c2nccn2C)cc1 (stereo not given)
 : /, 12.5, -0.6, -0.4, /, -2.8, /, -1.7
COc1cc(O)c(C(C)=O)c(CC(=O)O)c1
 : /, 4.1, -0.6, -1.5, /, 4.4, -17.8, -15.0
C[C@H]1CN([C@@H](C)CO)C(=O)c2cccc(N(C)C)c2O[C@@H]1CN(C)S(C)(=O)=O
 : -0.2, 11.0[16.7 µM], -7.5, 2.0, 1.6, 2.4, -0.5, -1.2
Cn1nc(C(=O)NNC(=O)c2ccccc2F)c2ccccc2c1=O
 : /, /, /, 0.3, -7.1, -1.9, -2.8, 2.8
Cc1noc(NS(=O)(=O)c2ccc(NC(=O)Nc3ccc(Cl)c(Cl)c3)cc2)c1C
 : /, 0.6, 2.6, -1.7, /, -5.4, /, -2.1
O=C(NCc1ccc(F)cc1)C(=O)NCC1OCCN1C(=O)c1ccc(Cl)cc1 (stereo not given)
 : 1.2, -1.3, -14.9, -0.5, 3.4, 3.8, -10.6, 4.2
COc1ccc(C(=O)N/C(=C/c2cccs2)C(=O)NC(C)(C)C)cc1OC
 : /, 4.5, 67.2*, 1.9, -1.4, -1.1, -3.1, 10.6
COc1cccc(-c2noc(N)c2C#N)c1
 : /, -14.2, 0.7, 8.3, /, 0.8, /, 4.8
CCCNC(=O)N[C@@H]1CC[C@@H](CCn2cc(C3CCCC3)nn2)O[C@H]1CO
 : -0.1, /, 3.1, 4.3, 0.2, 1.3, -2.6, 8.6
Cc1nnc(NC(=O)c2cccc(NC(=O)C(C)C)c2)s1
 : /, -4.4, -0.8, 37.4, /, 0.8, /, -0.1
O=C(C1CCCC1)N1CC(=O)N2[C@H](CO)[C@H](c3ccc(Br)cc3)[C@@H]2C1
 : -0.1, /, -9.0, /, -0.6, /, -5.3, /
C[C@H](CO)N1C[C@H](C)[C@H](CN(C)C(=O)CCC(F)(F)F)OCCCC[C@H](C)Oc2ccc(NC(=O)c3ccncc3)cc2C1=O
 : -0.2, 14.0[16.7 µM], 6.8, -14.1, /, 1.4, /, -10.9
CCOC(=O)C1CCN(c2c(NCCCN(C)C3CCCCC3)c(=O)c2=O)CC1
 : -0.1, 7.9, -0.5, -0.8, 0.7, 0.2, -6.8, 2.8
Cc1cccc(CSc2nc3ccccc3c(=O)n2C)c1
 : -0.3, -6.4, 16.9, -1.8, 3.0, 5.4, -3.0, -5.6
O=C(c1cccc(S(=O)(=O)N2CCc3ccccc32)c1)N1CCN(CCO)CC1
 : 0.7, -3.7, 9.0, 1.5, 3.4, -4.1, -4.9, -12.1
CCOc1nc(-c2ccccc2)c2cc(C)ccc2n1
 : /, -3.4, 5.6, 42.7, 2.4, 0.2, -2.6, 2.1
COc1cc(C2c3cc4c(cc3C(OC3OC5COC(c6cccs6)OC5C(O)C3O)C3COC(=O)C23)OCO4)cc(OC)c1O (stereo not given)
 : 3.8, -9.8, /, 0.2, -3.3, 6.6, 0.0, 0.9
O=C(c1ccc(Cl)cc1)c1cc(-c2ccccn2)c(N2CCOCC2)s1
 : /, 0.5, -31.0, 0.2, /, -3.3, /, 5.1
O=C(Cn1cnc2ccccc2c1=O)Nc1ccc2c(c1)OCO2
 : 1.2, -1.0, /, -3.4, -0.2, -0.1, -18.0, -4.5
CC(C)NC(=O)c1ccc(Cl)cc1Cl
 : /, 3.5, /, 9.1, -2.9, -2.5, -5.1, 7.5
FC(F)(F)c1cc(-c2cccs2)nc2cc(-c3ccccc3)nn12
 : 2.1, -0.9, 6.3, -2.6, 3.1, 0.0, -13.3, -11.0
Cc1ccc(C(=O)N/C(=C\c2cccs2)C(=O)NCc2cccnc2)cc1
 : /, -0.9, -0.1, -1.9, /, 0.1, /, -5.7
Cc1nnc(NC(=O)CSc2nnc(CC(=O)Nc3ccccc3Cl)n2C)s1
 : 0.1, -4.8, 10.0, /, -2.0, /, -18.7, /
CCS(=O)(=O)Nc1ccc2c(c1)C(=O)N(C)[C@H]1CC[C@@H](CC(=O)NC3CCCCC3)O[C@@H]1CO2
 : -0.1, -2.0[16.7 µM], -0.1, -7.4, -2.3, 5.0, -4.4, -13.0
CCOc1ccc(-c2ccc(NS(=O)(=O)c3cc([N+](=O)[O-])c(C)c([N+](=O)[O-])c3)cc2)nn1
 : /, ?, /, 0.7, 1.1, 4.5, 2.3, 10.5
C[C@H](CO)N1C[C@H](C)[C@H](CN(C)Cc2ccc3c(c2)OCO3)OCCCC[C@H](C)Oc2ccc(NS(=O)(=O)c3ccccc3)cc2C1=O
 : /, -4.8[16.7 µM], -5.4, -0.2, -3.6, -4.2, 29.0, -11.3
Cc1c(C(=O)NCc2ccc3c(c2)OCO3)sc(=O)n1Cc1ccc(-c2ccccc2)cc1
 : /, /, /, -0.3, /, -1.7, -32.7, 0.5
Cc1sc2nc(CSCC(=O)Nc3ccc(C(F)(F)F)cc3)[nH]c(=O)c2c1C
 : 1.2, /, /, -1.3, 1.6, -3.2, -52.2, 2.9
C[C@@H]1CN([C@H](C)CO)C(=O)c2cc(NS(=O)(=O)c3cn(C)cn3)ccc2O[C@H]1CN(C)S(=O)(=O)c1cccs1
 : 0.4, -0.9[16.7 µM], 4.3, 1.2, 0.5, 1.1, 1.8, -1.7
C[C@H](O)C#Cc1ccc2c(c1)O[C@@H](CN(C)Cc1cccnc1)[C@@H](C)CN([C@H](C)CO)S2(=O)=O
 : -0.3, -10.1[16.7 µM], 4.1, -3.6, -2.4, 0.3, 0.0, -0.9
Cc1ccc2nc(-c3ccncc3)cc(C(=O)Nc3ccc4c(c3)OCCO4)c2c1
 : 0.2, /, -15.1, /, -1.7, /, -6.9, /
Cc1ccccc1OCCC(=O)OCC(=O)c1c(N)n(CC(C)C)c(=O)n(C)c1=O
 : -0.3, -0.5, -3.0, -0.1, -1.6, 0.4, -6.6, -1.2
CC1CC(C)CN(C(=O)CSc2nnc(-c3ccc(Cl)cc3)o2)C1 (stereo not given)
 : -0.3, -3.1, -4.6, 0.8, /, 7.8, -1.0, -9.3

Next part.
Values run as follows: E-sel inducer, miR122 inh, PGC1a acetyl inh, Cneo AK release, ERAP1 inh, PglD DTNB, RAD52 inh, RAD54 inh
Cc1ccc(NC(=O)C/C(N)=N/OC(=O)Nc2cccc(C)c2)cc1
 : /, /, 0.0, -2.8, -1.7, 4.3, -6.9, -8.7
CCn1c(C)nc2cc(C(=O)NN=C(C)c3ccc(C#N)cc3)ccc21
 : 0.1, /, -2.8, 0.6, -1.8, -9.4, -7.3, 2.4
CCN(C(=O)c1ccnc(C(C)(C)C)c1)c1ccccc1
 : /, -4.3, 6.7, /, -3.6, /, -10.6, /
C[C@H]1CN([C@@H](C)CO)C(=O)c2cc(-c3ccncc3)cnc2O[C@@H]1CN(C)C(=O)c1ccccc1F
 : 0.7, 3.2[16.7 µM], 4.6, 1.2, -0.1, 2.7, -2.2, -0.8
